# High-throughput results from PubChem BioAssay.
# RAD54 inh: inhibitors of human RAD54 branch migration, primary screen, biochemical, fluorescence, single point | hit rate 0.14% among 360,000 | RAD54 Holliday junction branch migration, FAM/BHQ fluorescence | inhibition, % at 10.4 µM | DNA repair and recombination protein RAD54-like (Homo sapiens), Q92698 | AID 602329, 2012;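 active means mean normalized replicate activity at least 40 and at least half of replicates scoring 40 or more; inconclusive means only one of the two criteria met; inactive means mean below 40 and under half of replicates reaching 40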;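 further: 0% = median of neutral control wells and 100% = median of positive control wells; inhibitors cause a drop in the FAM fluorescence signal; in these data hits start at about 50%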
# RAD52 anneal inh: RAD52 DNA annealing inhibitors, primary screen, biochemical, FRET, single point, set 2; DNA repair protein RAD52 homolog (Homo sapiens), P43351; recombinant RAD52 DNA annealing, FRET fluorescence; inhibition, % at 18.7 µM; hit rate 0.46% among 360,000;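 active means every replicate showing at least 50% inhibition; inconclusive means mean inhibition at least 50% but not in every replicate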
# Target sequence (P43351 whole entry, looked up): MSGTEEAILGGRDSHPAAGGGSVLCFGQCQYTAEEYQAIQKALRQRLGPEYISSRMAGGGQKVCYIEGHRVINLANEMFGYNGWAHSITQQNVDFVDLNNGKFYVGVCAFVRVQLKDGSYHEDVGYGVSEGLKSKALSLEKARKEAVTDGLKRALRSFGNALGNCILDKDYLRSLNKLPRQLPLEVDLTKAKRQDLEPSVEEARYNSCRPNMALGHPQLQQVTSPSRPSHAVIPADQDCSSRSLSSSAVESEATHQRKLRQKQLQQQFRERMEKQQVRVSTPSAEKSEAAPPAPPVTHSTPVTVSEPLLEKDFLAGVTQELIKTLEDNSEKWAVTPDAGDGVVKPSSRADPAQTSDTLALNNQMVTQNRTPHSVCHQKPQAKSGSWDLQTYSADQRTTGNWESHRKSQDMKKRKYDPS
# E-selectin induc: E-selectin induction in HUVECs, primary screen, imaging, HUVEC, immunofluorescence imaging, single point. hit rate 0.37% among 260,000. activation, % at 7.58 µM. P16581. normalized: neutral wells 0, TNF-alpha wells 100;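 active means mean E-selectin-positive cell signal at least 10% of the positive control, reached in at least 60% of replicates, without over 20% cell loss; inconclusive means no rule given, readout overlaps actives, possibly toxicity-flagged; inactive means the rest, including those meeting only one limit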;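 further: in these data hits start at about 27%; measured in HUVEC primary endothelial cells; signal is the percent of cells scored E-selectin positive by PE staining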
# Target sequence (P16581 whole entry, looked up): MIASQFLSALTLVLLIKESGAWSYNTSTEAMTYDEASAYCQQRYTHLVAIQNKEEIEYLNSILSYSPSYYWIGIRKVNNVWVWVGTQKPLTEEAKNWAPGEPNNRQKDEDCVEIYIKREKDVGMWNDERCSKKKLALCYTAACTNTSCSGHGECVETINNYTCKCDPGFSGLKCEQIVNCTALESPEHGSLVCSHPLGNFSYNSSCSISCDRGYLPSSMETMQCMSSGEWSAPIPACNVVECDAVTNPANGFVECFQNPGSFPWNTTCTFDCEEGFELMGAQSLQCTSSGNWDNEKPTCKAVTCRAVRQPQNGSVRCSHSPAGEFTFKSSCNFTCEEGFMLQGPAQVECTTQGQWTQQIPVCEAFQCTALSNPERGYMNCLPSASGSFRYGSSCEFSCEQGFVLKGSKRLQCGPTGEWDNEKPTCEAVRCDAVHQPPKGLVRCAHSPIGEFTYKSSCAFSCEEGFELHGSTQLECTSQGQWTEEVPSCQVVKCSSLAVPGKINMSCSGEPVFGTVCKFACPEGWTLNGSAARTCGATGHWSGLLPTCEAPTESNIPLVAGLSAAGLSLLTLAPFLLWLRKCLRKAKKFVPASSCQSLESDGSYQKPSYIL
#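 assay system = HUVEC, human umbilical vein endothelial cells | input = 3,000 HUVEC seeded per well | medium = EGM-2 growth medium on 0.1% gelatin-coated wells | dosing = one compound dose added by pin transfer | signal = immunofluorescence imaging | read-out basis = % PE-positive cells | control set = TNF-alpha, DMSO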
# PGC1a acetyl inh: inhibitors of PGC1a acetylation signal, primary screen, cell-based, U2OS, AlphaScreen, inhibitor mode | hit rate 0.17% among 350,000 | AID 651687, 2012 | inhibition, % at 15.6 µM | AlphaScreen anti-acetyl-lysine; with virally co-expressed GCN5 acetyltransferase;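 active means every replicate shows inhibition of at least 40%; inconclusive means mean inhibition at least 40% but some replicate below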;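 further: 0% = neutral control wells and 100% = positive control wells; some results beyond the cut were filed as inactive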
# ERAP1 inh: human ERAP1 aminopeptidase inhibitors, primary screen, biochemical, single point, plate reader | inhibition, % at 10.7 µM | recombinant ERAP1, Leu-AMC fluorescence, 60 min | Endoplasmic reticulum aminopeptidase 1 (Homo sapiens), Q9NZ08 | hit rate 0.15% among 340,000;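 active means mean replicate inhibition of at least 30%, or all replicates individually reaching that 30% level; inactive means mean below 30% and not every replicate reaching it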;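 further: 0% = neutral control wells and 100% = L-leucinethiol positive control wells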
# Cneo AK release: Cryptococcus neoformans cell lysis inducers, primary screen, AK release luminescence, single concentration. lysis activity, % at 15 µM. AID 651654, 2012. hit rate 0.2% among 360,000. C. neoformans lysis, adenylate kinase release luminescence, 4 h; normalised: neutral wells 0, clomiphene wells 100;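 active means mean lysis activity across replicates of at least 80%, whatever share of replicates individually reach that level; inactive means mean lysis activity below 80%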
#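 Test system: log-phase Cryptococcus neoformans yeast cells. Input: 5 × 10^6 yeast cells/mL. Medium: fresh YPD growth medium. Doses: single dose. Incubation: static 4 h at 37 °C with compound, 1 h detection. Measured by: luminescent adenylate kinase detection reagent. Read-out: signal increase indicating cell lysis. Benchmarks: Clomiphene.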
# PglD inh: C. jejuni PglD acetyltransferase inhibitors, primary screen, biochemical, DTNB colorimetric, single point. UDP-N-acetylbacillosamine N-acetyltransferase PglD (Campylobacter jejuni). purified PglD enzyme, DTNB colorimetric CoA detection. inhibition, % at 12.5 µM. hit rate 0.098% among 360,000. AID 602405, 2012; in the data active means inhibition above about 16%, passing the limit was not always enough; inconclusive means no clear call, values can overlap the other calls; further: strong numbers were not always called active
# miR-122 sensor: miR-122 Renilla sensor signal increase in Huh7, primary screen, miR-122 inhibitor project, cell-based, single point, plate reader | Huh7 miR-122 Renilla luciferase sensor, 48 h; neutral wells = 0, positive control = 100 | activation (reporter increase), % at 12.5 µM | hit rate 0.3% among 340,000;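 active means mean replicate activation score at least 90 and every replicate individually at or above 90; inconclusive means only one of the two criteria met; inactive means neither criterion met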;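 further: higher luciferase means less miR-122 activity so hits act as miR-122 inhibitors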
# The depositor's hits bear a star; ? = inconclusive; . = no result given; [ ] = another dose, or the depositor's remark.
# Every second line gives: RAD54 inh	RAD52 anneal inh	E-selectin induc	PGC1a acetyl inh	ERAP1 inh	Cneo AK release	PglD inh	miR-122 sensor
O=C(CN1C(=O)/C(=C\c2cccc(Cl)c2)Sc2ccccc21)NCCCN1CCOCC1
    11	-8	.	.	-1	0	-4	0
CCCCNC(=O)C(=O)NCc1ccncc1
    6	-18	0.0	3	0	1	2	4
O=C(C1=C[C@@H](c2ccccc2)C[C@@H](OCCCCO)O1)N1CCN(Cc2ccccc2)CC1
    -1	-16	.	.	1	-1	-4	.
CCCCC[C@@H]1C=C(C(=O)O)[C@H](c2ccc(Cl)c(Cl)c2)N1S(=O)(=O)c1ccc(C)cc1
    2	-18	1.0	1	-6	-3	-5	2
CCn1ccnc1CNC(=O)C1CCC(=O)N(Cc2ccccc2F)C1 (configuration not stated)
    -6	1	.	3	-2	-1	-3	-10
COc1ccc(CNC(=O)N2CCN(c3cccc(Cl)c3)CC2)cc1OC
    -3	-8	0.0	-6	-1	1	-1	-2
CCCN(C)C[C@@H]1Oc2ncc(C#CCC(C)C)cc2C(=O)N([C@H](C)CO)C[C@H]1C
    2	-3	0.4	-36	-1	5	-4	-17[16.7 µM]
COc1ccccc1NC(=O)N(C)C[C@@H]1Oc2cc(Br)ccc2S(=O)(=O)N([C@@H](C)CO)C[C@@H]1C
    7	4	0.5	-11	-1	-5	-4	7[16.7 µM]
Cc1c(CN2CCC(n3nccc3NC(=O)C3CC3)CC2)[nH]c2ccccc12
    1	-28	.	-3	1	-5	-2	1
O=C1CCCN1CCC1CCN(C(=O)Nc2ccccc2)CC1
    5	-1	.	-8	-7	1	1	-14
CCN(C(=O)N1CCOCC1)c1ccccc1C
    -9	-10	.	18	-7	3	0	2
O=C(NCCS(=O)(=O)NC1CCCC1)c1ccc(F)cc1
    8	-3	-0.2	.	-4	1	0	.
C[C@@H]1CN([C@@H](C)CO)S(=O)(=O)c2ccc(C#CC(C)(C)O)cc2O[C@@H]1CN(C)C(=O)CN(C)C
    5	0	0.1	9	1	-1	0	-16[16.7 µM]
CCNC(=O)Nc1ccc2c(c1)C(=O)N(C)[C@H]1CC[C@H](CC(=O)N[C@@H](C)c3ccccc3)O[C@H]1CO2
    3	-8	-0.1	.	-3	91*	-29	.
C=CCN1C(=O)c2ccc(C(=O)N(C)CC(=O)Nc3ccccc3Cl)cc2C1=O
    .	-9	-1.3	8	1	.	.	-5
NS(=O)(=O)c1ccc(CCNC(=O)CNCCc2ccc(C(F)(F)F)cc2)cc1
    -8	-9	-0.2	8	-7	4	2	-1
CN1CCN(C(=O)c2cc3c(c(-c4cccc(C5=CCCC5)c4)n2)[C@H](CCO)N([S@@](=O)C(C)(C)C)C3)CC1
    1	-41	0.0	-30	-3	2	1	.
CC(C)c1ccc(NC(=O)C[n+]2ccn(C3=C([O-])c4ccccc4C3=O)c2)cc1
    .	-14	7.7	1	2	.	.	.
O=S(=O)(/C=C/c1ccccc1)NC1CCCCCC1
    .	10	0.4	1	-2	.	.	63
CC1Cc2ccccc2N1C(=O)COC(=O)c1ccco1 (configuration not stated)
    8	-14	-0.4	.	0	-1	-1	-16
CCn1c(CNC(=O)c2ccccc2F)nnc1SCC(=O)NC1CCCCC1
    .	-7	.	3	3	.	.	-3
O=C1C(=O)N(CCCn2ccnc2)C(c2ccc(Br)cc2)/C1=C(\O)c1ccc2c(c1)OCCO2 (configuration not stated)
    11	-3	-0.6	.	6	5	5	.
CCCN(C)C[C@H]1Oc2ncc(-c3ccccc3F)cc2C(=O)N([C@H](C)CO)C[C@H]1C
    3	15	-0.1	8	4	4	2	-10[16.7 µM]
Cc1ccc(S(=O)(=O)N2C[C@H]3N(C(=O)OC(C)C)N(C(=O)OC(C)C)C[C@H](OC(=O)NC4CC4)[C@@]3(O)C2)cc1
    5	3	0.0	0	-7	-1	-3	-2
CC(C)c1nc(SCC(=O)Nc2nccs2)c2ccccc2n1
    11	-8	.	19	0	1	5	-4
CCc1nc2ccc(C(=O)N3CCN(c4ccccc4)CC3)cn2c1N(CCC(C)C)CCN(C)C
    -4	-6	-0.2	7	-2	3	7	-5
COc1ccc(N2CC(O)=C(c3nc(-c4ccc(F)cc4)cs3)C2=N)cc1Cl
    1	-13	.	-5	-4	7	-10	3
O=C(c1cccnc1)N1CC(=O)N2[C@@H](CO)[C@H](c3ccc(-c4ccc(F)cc4)cc3)[C@@H]2C1
    .	-12	0.1	6	1	.	.	.
Cc1ccc(NC2=NC(c3ccc(F)cc3)n3c(nc(C)cc3=O)N2)cc1 (configuration not stated)
    -16	-20	2.4	-1	2	3	3	5
O=C1c2ccccc2C(=O)N1Cc1cc(-c2ccccc2Cl)no1
    1	.	.	8	.	-1	-2	15

# Remaining list, next part
# Every second line gives: RAD54 inh	RAD52 anneal inh	E-selectin induc	PGC1a acetyl inh	ERAP1 inh	Cneo AK release	PglD inh	miR-122 sensor
COc1cccc(NC(=O)N(C)C[C@H]2Oc3cc(C#Cc4ccc(F)cc4)ccc3S(=O)(=O)N([C@H](C)CO)C[C@@H]2C)c1
    -4	21	0.2	8	1	-1	3	37[16.7 µM]
COc1ccc(NC(=O)c2csc3c2CCCC3)cc1
    .	-5	.	-2	1	.	.	10
COc1ccccc1NC(=O)N1CCCCN2[C@@H](CO)[C@H](c3ccc(-c4ccccc4)cc3)[C@@H]2C1
    0	67*	.	-8	0	1	-3	6[16.7 µM]
CCCNC(=O)C[C@H]1C[C@@H]2c3cc(NC(=O)C4CCC4)ccc3O[C@@H]2[C@H](CO)O1
    -9	-8	0.4	18	0	-8	-1	-2[16.7 µM]
O=C(N1CCCCC1)N1CCN(S(=O)(=O)c2ccc(Cl)cc2)CC1
    8	-12	.	-4	-3	1	-1	-1
C[C@H](CO)N1C[C@H](C)[C@H](CN(C)C(=O)C2CCC2)Oc2ncc(-c3cccc(C#N)c3)cc2C1=O
    8	4	-0.1	-2	-1	-1	1	18[16.7 µM]
CCC(=O)N1CC2(CN(Cc3ccncc3)C2)c2c(n(C)c3cc(OC)ccc23)[C@@H]1CO
    .	0	-0.4	-3	-2	.	.	.
COc1cccc(-n2cc(CNCc3c(C(=O)N(C)C)nc4ccc(Cl)cn34)cn2)c1
    19	-26	2.7	0	2	2	-3	-4
C[C@@H]1CN([C@@H](C)CO)C(=O)c2cc(NC(=O)CCCCCC(=O)Nc3ccccc3N)ccc2O[C@@H]1CN(C)CC1CCCCC1
    .	17	0.3	2	1	.	.	.
C[C@@H]1C[C@@H]2OC(=O)[C@]3(C)[C@H]2[C@@H](OC3(C)O)[C@]2(C)C(=O)C=C[C@H]12 (some centres not stated)
    -8	1	-0.2	.	-2	0	1	.
Cc1ccc(NC(=O)C/C(N)=N/OC(=O)Nc2ccc(C)c(Cl)c2)cc1
    6	-14	.	8	1	-2	1	2
O=C(Nc1ccc(Cl)c(Cl)c1)N[C@H]1CC[C@H](CCn2cc(C3CCCCC3)nn2)O[C@@H]1CO
    -7	14	-0.2	14	-2	3	0	.
COc1cccc(CNC(=O)CCn2c(=O)c3cccn3c3cccnc32)c1
    5	-5	.	8	3	0	-5	-10
CCCCCCCCCCn1ccc(=N)cc1
    16	7	.	-3	9	10	2	-19
CCOC(=O)c1ccc(CN2CCCC(C)(C(=O)NCCOC)C2)cc1 (configuration not stated)
    0	-3	-0.1	10	6	-1	-4	1
O=C(NC1CCCC1)N1CC2(C1)[C@H](c1ccccc1)[C@H](CO)N2S(=O)(=O)Cc1ccccc1
    .	-15	0.0	-3	7	.	.	.
COc1ccccc1-c1nn(-c2ccccc2)cc1C(=O)N1CCN(C(=O)c2ccco2)CC1
    5	-12	.	9	3	-1	-5	-1
C[C@H]1CN([C@@H](C)CO)C(=O)c2cccc(NC(=O)c3cnccn3)c2O[C@H]1CN(C)Cc1ccc2c(c1)OCO2
    -2	7	?	-13	.	-2	0	38[16.7 µM]
C[C@@H]1CN([C@@H](C)CO)C(=O)Cc2cc(N(C)C)ccc2O[C@@H]1CN(C)Cc1ccc(Oc2ccccc2)cc1
    -2	2	10	3	-1	6	-1	-3[16.7 µM]
COc1cc(C)c(CN2CCSCC2)cc1C
    -9	-6	-0.1	-12	-1	1	-4	11
C[C@@H]1CN([C@@H](C)CO)C(=O)c2cc(C#Cc3ccc(F)cc3)cnc2O[C@@H]1CN(C)C(=O)c1ccccc1F
    -9	7	0.6	6	-3	2	2	-6[16.7 µM]
COc1ccccc1N1CC(C(=O)Nc2ccccc2N2CCCC2)CC1=O (configuration not stated)
    8	18	.	.	3	1	3	.
COc1ccc2c3c(n(C)c2c1)[C@@H](CO)NCC31CN(C(=O)Nc2ccccc2F)C1
    .	9	0.0	-1	-1	.	.	.
CCc1nc2ccccc2c(NC(=O)CN2CC(C)CC(C)C2)c1C (configuration not stated)
    -19	-10	.	.	-1	3	-3	.
C[C@H]1CN([C@@H](C)CO)C(=O)c2cc(-c3cccnc3)cnc2O[C@@H]1CN(C)C
    9	3	0.7	3	2	52	0	7[16.7 µM]
O=C1Nc2ccccc2SC1=Cc1ccccc1
    2	-4	2.5	-6	-2	-1	-2	.
Nc1nc(SCc2cccc([N+](=O)[O-])c2)n[nH]1
    6	-10	.	.	1	-2	-4	.
CN1[C@H](C(=O)Nc2ccccc2)[C@@H](CO)[C@@H]2Cn3c(ccc(-c4ccc(F)cc4)c3=O)[C@@H]21
    -1	13	-1.0	.	4	2	0	.
C[n+]1cn(Cc2ccc(C#N)cc2)c2ccccc21
    -7	0	-0.2	7	-2	2	-2	-5
NC(=O)CC(NC(=O)Cc1ccc(Cl)cc1)c1ccc(NC2CCCCC2)c([N+](=O)[O-])c1 (configuration not stated)
    -3	-132	0.0	.	.	7	2	-10

# (cont.)
# Every second line gives: RAD54 inh	RAD52 anneal inh	E-selectin induc	PGC1a acetyl inh	ERAP1 inh	Cneo AK release	PglD inh	miR-122 sensor
O=C(C[C@H]1CC[C@H]2[C@@H](COC[C@@H](O)CN2C(=O)c2cnccn2)O1)NCc1ccccc1
    9	3	-0.1	10	-1	0	-1	3[16.7 µM]
CN1CCN(C(=O)/C=C/c2ccc([N+](=O)[O-])cc2)CC1
    2	-11	.	3	5	0	5	-6
Cc1noc(C)c1S(=O)(=O)Nc1ccc2c(c1)C(=O)N([C@@H](C)CO)C[C@@H](C)[C@H](CN(C)S(=O)(=O)c1ccc(Cl)cc1)OCCCC[C@@H](C)O2
    -14	-42	.	.	-4	0	-1	-14[16.7 µM]
CCOC(CNC(=O)C(=O)Nc1cc2c3c(c1)CCC(=O)N3CCC2)OCC
    -10	-15	6.3	1	3	2	-7	-3
CN1CCN(CCCNC(=O)c2cc3c(-c4ccc(Cl)cc4)nn(C)c3s2)CC1
    61*	28	.	-27	6	-2	-5	9
O=C(COc1ccc(Cl)cc1)NCc1nnc(SCC(=O)N2CCCCC2)o1
    3	.	.	2	.	0	-4	-4
